P. falciparum M17LAP = P. falciparum M17LAP inhibitors, primary screen, biochemical, fluorogenic H-Leu-NHMec substrate, 1536-well (AID 1619); 220,000 compounds, 0.38% hits; recombinant M17LAP, H-Leu-NHMec fluorogenic kinetic assay; higher % means a stronger effect; inhibition, % at 30 µM; hits with a dose series show IC50 in µM;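 active = compound inhibiting the enzyme by more than half at any dose during confirmatory dose-response retesting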;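 note: plate controls were full reaction with DMSO carrier for no effect and no enzyme background for full effect; strong numbers were not always called active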
T cell HTS = modulates CD8 T cell binding to vesicles; 2C CD8+ T cell-vesicle binding, flow cytometry; stronger effect = lower value; calls only at 7 µM; 330,000 compounds, 0.068% hits; AID 2052;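 active = response, share of CD8 T cells binding vesicles, and their 90th percentile fluorescence all below set limits, cut at about 80% in these data, passing the limit was not always enough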
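Material: murine 2C transgenic CD8+ T lymphocytes / Also added: QL9-peptide-loaded Drosophila micro-vesicles bearing Ld, ICAM-1 and B7-1 / Schedule: binding step 1.5 h, 37 °C, antibody labelling 20 min, ice / Signal: flow cytometry, PE anti-B7-1 (FL2) versus Alexa647 anti-CD8 (FL8), PFA-fixed / Evaluation: percent CD8+ FL2 mean versus row control / Benchmarks: naked versus QL9-loaded vesicles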
TNAP activators = stimulation of alkaline phosphatase TNAP activity – biochemical, luminescent, no phosphate acceptor, uHTS, primary screen (AID 1001); purified TNAP, luminescent activation assay, no phosphate acceptor; higher activation fold means a stronger effect; one-dose activation fold at 20 µM; EC50 in µM for titrated hits; 200,000 compounds, 0.03% hits; in the data active = activation fold from about 3, or a potency from the dose series; inactive = the rest, 99 in 100 with activation fold below about 1.6; note: many of its hits are not listed in these tables
human PMI inhibition = MPI enzyme activity inhibition – biochemical, fluorescence intensity, coupled assay, primary screen (AID 1209); inhibition, % at 20 µM; hits with a dose series show IC50 in µM; 190,000 compounds, 0.42% hits; purified PMI enzyme, coupled fluorescence intensity; higher % means a stronger effect;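 note: plate controls were DMSO vehicle for no effect and wells lacking substrate for full effect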
P. falciparum M1AAP = P. falciparum M1AAP inhibitors, biochemical, fluorogenic H-Leu-NHMec substrate, 1536-well (AID 1445). 220,000 compounds, 0.42% hits. recombinant M1AAP, H-Leu-NHMec fluorogenic kinetic assay; higher % means a stronger effect. inhibition, % at 30 µM, or IC50 in µM where a hit was titrated;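 active = primary inhibition above the hit cutoff, then over 50% inhibition at one or more dose response concentrations, cut at about 23% in these data, passing the limit was not always enough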;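 note: plate controls were DMSO full reaction for no effect and no enzyme background for full effect; strong numbers were not always called active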
West Nile antiviral = inhibition of WNV-induced cytopathic effect – cell-based, CPE readout (AID 1621) | West Nile virus-infected cells, CPE inhibition; higher % means a stronger effect | one-dose CPE inhibition, % at 10 µM; IC50 in µM for titrated hits | 290,000 compounds, 0.02% hits; in the data active = a potency from the dose series; note: strong numbers were not always called active
UTI89 phage lysis = inhibition of K1F phage lysis, E. coli UTI89, bacterial capsule biogenesis inhibitors, alamar blue (AID 488966); inhibition, % at 100 µM; hits with a dose series show IC50 in µM; E. coli UTI89 K1F phage lysis, alamar blue, 2 h; higher % means a stronger effect; 340,000 compounds, 0.02% hits;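 active = phage lysis inhibition, versus mean bacterial control, above a set limit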;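 note: capsule biogenesis inhibitors block K1F phage lysis so surviving cells raise fluorescence; higher fluorescence means more inhibition of phage lysis; actives were called in the ten point dose series up to 300 µM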
RSV antiviral HEp-2 = RSV antiviral activity via CPE protection, HEp-2 cells, primary 10 µM value included (AID 2391); 310,000 compounds, 0.13% hits; HEp-2 cells, RSV-induced CPE inhibition; higher % means a stronger effect; one-dose CPE inhibition, % at 10 µM; IC50 in µM for titrated hits; in the data active = a potency from the dose series; note: strong numbers were not always called active
human PMI inhibitors = MPI inhibition at elevated mannose 6-phosphate – biochemical, fluorescence intensity, high mannose 6-phosphate, primary screen (AID 1220). recombinant PMI enzyme, coupled fluorescence intensity; higher % means a stronger effect. inhibition, % at 20 µM, or IC50 in µM where a hit was titrated. 190,000 compounds, 0.66% hits
T cell HTS vesicle-bound % = second read-out of T cell HTS, no call of its own (marks repeat the call); double positive events, %; measured here: CD8+ vesicle-bound cell fraction;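 binding gate set so that unloaded-vesicle control wells show 10% double positive cells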
The depositor's hits bear a star; i = inactive; x = no result given; [ ] = remark or other dose. Cut-off read from the data, not from the text of the source, unless noted: active = inhibition above about 50%; inactive = the rest. Hits appear at their usual frequency; any-hit rate near 1.5%.

#	SMILES	P. falciparum M17LAP	T cell HTS	T cell HTS vesicle-bound %	TNAP activators	human PMI inhibition	P. falciparum M1AAP	West Nile antiviral	UTI89 phage lysis	RSV antiviral HEp-2	human PMI inhibitors
1	O=C(NC(=S)Nc1ccccc1N1CCCCC1)c1cccs1	-9%	i	45	1.1	14%	4%	-0.4%	6.5%	17%	1%
2	Cc1cc(C)c(NC(=O)Cn2c(=O)n(Cc3ccco3)c(=O)c3ccccc32)c(C)c1	0%	i	49	1.1	6%	-2%	0.2%	0.6%	0.7%	6%
3	COc1ccc(C(C)=O)cc1Cn1nnc(-c2ccccc2Br)n1	x	i	66	x	x	x	-0.9%	0.1%	0.2%	x
4	O=C(Cn1ccc([N+](=O)[O-])n1)Nc1nc2ccccc2s1	51%	i	34	1	-4%	4%	-0.1%	0.3%	0.6%	-4%
5	COc1ccccc1NC(=S)NC1CCCCC1	-5%	i	45	1.1	4%	4%	-0.8%	1.6%	0.6%	8%
6	CC(=O)c1ccc(NC(=O)c2cc(Cl)nc3ccccc23)cc1	-3%	i	57	1	-6%	3%	-0.2%	1.4%	1.5%	6%
7	Cc1c(NC(=O)COC(=O)c2cc(-c3ccc(-c4ccccc4)cc3)nc3ccccc23)c(=O)n(-c2ccccc2)n1C	-7%	i	34	1.1	5%	3%	21µM*	3.7%	0.53µM*	-8%
8	CCOc1ccc(CCNC(=O)c2ccc(N3CCCC3=O)cc2)cc1OCC	6%	i	12	1.1	1%	4%	0.8%	0.3%	7.8%	-1%

With a hit mark in RSV antiviral HEp-2 (from the list above):
item	Molecule	P. falciparum M17LAP	T cell HTS	T cell HTS vesicle-bound %	TNAP activators	human PMI inhibition	P. falciparum M1AAP	West Nile antiviral	RSV antiviral HEp-2	human PMI inhibitors
7	Cc1c(NC(=O)COC(=O)c2cc(-c3ccc(-c4ccccc4)cc3)nc3ccccc23)c(=O)n(-c2ccccc2)n1C	-7%	i	34	1.1	5%	3%	21µM*	0.53µM*	-8%

Additional entries.
#	SMILES	P. falciparum M17LAP	T cell HTS	T cell HTS vesicle-bound %	TNAP activators	human PMI inhibition	P. falciparum M1AAP	West Nile antiviral	UTI89 phage lysis	RSV antiviral HEp-2	human PMI inhibitors
9	Oc1[nH]c2ccccc2c1C1=NCCCC1	7%	i	58	1.1	1%	-2%	-0.2%	-0.1%	0.7%	4%
10	CCOC(=O)N1CCC(NCCNC(=O)c2ccco2)CC1	x	i	3	1	24%	x	0.4%	0.0%	0.4%	14%
11	O=C(O)c1ccccc1C(=O)N1N=C(c2ccccc2)CC1c1ccccc1O (stereo not drawn)	x	i	63	x	x	x	0.0%	0.1%	-0.7%	x
12	CC1CCN(C(=O)CN(c2ccc3c(c2)OCCO3)S(=O)(=O)c2ccccc2)CC1	x	i	23	x	x	x	-1.0%	0.0%	0.0%	x
13	COc1cc(C(=O)NCC(=O)OC(C)C(=O)Nc2ncc(Cl)cc2Cl)cc(OC)c1OC (stereo not drawn)	-8%	i	11	1.1	-24%	6%	0.5%	2.8%	0.7%	-10%
14	CCOC(=O)c1c(C)[nH]c(C(=O)N/N=C\c2ccccc2Cl)c1C	2%	i	43	1.1	8%	5%	0.9%	1.6%	0.2%	-2%
15	CCN(CC)CCCNc1ncnc2ccccc12	5%	i	37	1.1	x	7%	-0.1%	0.1%	-0.7%	x
16	COc1ccc(C(=O)Cc2ccc(OC)c(OC)c2)c(OC)c1	5%	i	32	1.1	1%	-1%	-0.5%	-0.1%[50 µM]	1.0%	-2%

Entries by screen from the list.
T cell HTS vesicle-bound %, compounds 7–13, in order: 34, 12, 58, 3, 63, 23, 11

New compounds follow
#	SMILES	P. falciparum M17LAP	T cell HTS	T cell HTS vesicle-bound %	TNAP activators	human PMI inhibition	P. falciparum M1AAP	West Nile antiviral	UTI89 phage lysis	RSV antiviral HEp-2	human PMI inhibitors
17	O=c1[nH]cnc2c1ncn2[C@@H]1O[C@H](CO)[C@@H](O)[C@H]1O	-6%	i	26	1	-3%	8%	0.2%	0.5%	0.3%	-4%
18	COc1ccc(N2CCN(S(=O)(=O)c3ccc(-c4cc(C)no4)s3)CC2)cc1	x	i	40	x	x	x	-0.1%	0.1%	0.4%	x
19	COC(=O)c1cnn2c(C(F)(F)F)cc(-c3ccccc3)nc12	-4%	i	12	1.1	-5%	6%	0.5%	2.5%	0.6%	-5%
20	Cc1nonc1OCC(C)(COc1nonc1C)NC(=O)c1ccc(Cl)cc1	17%	i	32	1.1	10%	9%	-0.9%	0.2%	0.8%	18%
21	COc1ccc(C(=O)n2ccc(C)n2)cc1Br	-11%	x	x	1.1	15%	4%	x	x	x	11%
22	O=C(O)C1CCN(c2ccc(S(=O)(=O)N3CCOCC3)cc2[N+](=O)[O-])CC1	8%	i	36	1	-19%	2%	0.2%	0.3%	0.1%	-15%
23	CCCCCCc1cc2cc(C(=O)NC)c(=N)oc2cc1O	-11%	i	16	1.2	13%	2%	-0.5%	-0.1%	15%	25%
24	COc1ccc(-c2nc3cc(NC(=O)Cc4ccc(OC)c(OC)c4)ccc3o2)cc1	-14%	i	25	2	7%	10%	0.1%	1.1%	21%	15%

Entries from the list above containing a thiophene ring, fused or not:
#	SMILES	P. falciparum M17LAP	T cell HTS	T cell HTS vesicle-bound %	TNAP activators	human PMI inhibition	P. falciparum M1AAP	West Nile antiviral	UTI89 phage lysis	RSV antiviral HEp-2	human PMI inhibitors
1	O=C(NC(=S)Nc1ccccc1N1CCCCC1)c1cccs1	-9%	i	45	1.1	14%	4%	-0.4%	6.5%	17%	1%
18	COc1ccc(N2CCN(S(=O)(=O)c3ccc(-c4cc(C)no4)s3)CC2)cc1	x	i	40	x	x	x	-0.1%	0.1%	0.4%	x

Next compounds follow:
#	SMILES	P. falciparum M17LAP	T cell HTS	T cell HTS vesicle-bound %	TNAP activators	human PMI inhibition	P. falciparum M1AAP	West Nile antiviral	UTI89 phage lysis	RSV antiviral HEp-2	human PMI inhibitors
25	COC(=O)c1cc(=O)n2c(sc3ccccc32)c1C#N	4%	i	22	x	x	2%	-0.1%	0.8%	4.6%	x
26	Cc1ccc(S(=O)(=O)N2CCC(=O)N(CCOCc3ccccc3)CC2)cc1	-41%	x	x	1.1	8%	-5%	-0.1%	-0.5%	1.1%	23%
27	Cc1ccc(CNC(=O)COC(=O)CSc2ccc(Br)cc2C)cc1	2%	i	10	1.1	21%	3%	0.0%	0.5%[50 µM]	1.3%	16%
28	O=C(O)c1cn(-c2ccc(N3CCCC3)c(F)c2)c2c(F)c(F)c(F)cc2c1=O	-6%	i	57	0.9	-12%	3%	0.9%	3.0%	-0.9%	19%
29	Cc1ccc(NC(=O)C2SC(=Nc3ccccc3)C(C(=O)Nc3ccc(Cl)cc3)=C2N)cc1 (stereo not drawn)	3%	x	x	1.2	-19%	13%	0.1%	-0.2%	x	-12%
30	CCn1c(=O)cc(SCC(=O)N2CCCCC2)c2ccccc21	36%	x	x	1	-8%	5%	1.2%	-0.4%	-2.1%	-11%
31	Cc1cc(C(=O)Nn2c(C)nc3ccccc3c2=O)ccc1[N+](=O)[O-]	7%	i	38	1.1	-5%	11%	-0.1%	1.5%	-0.6%	-1%
32	COc1ccc(-c2coc3cc(O)ccc3c2=O)cc1O	1%	i	23	1	20%	7%	0.7%	-1.1%	5.2%	39%
33	O=C1CC(=C2c3ccccc3-c3ccccc32)C(=O)N1CCCCN1CCN(c2ccccc2)CC1	3%	i	58	1.1	-54%	5%	0.2%	0.1%	1.0%	-110%
34	O=[N+]([O-])c1ccc(Cl)cc1Sc1nc2ccccc2o1	13%	i	6	1	13%	13%	-0.9%	0.8%	13%	15%
35	Cc1cc(C)n(-c2ccc(C(=O)OCC(=O)Nc3ccc(S(=O)(=O)N4CCCCC4)cc3)cc2)n1	-13%	i	49	1.1	3%	-9%	0.0%	0.7%	-0.4%	6%
36	CC(C)(C)c1c(Cl)c(O)c(-c2ccccc2)c(=O)n1-c1ccccc1	21%	x	x	1	-20%	18%	2.6%	x	x	-26%
37	N=c1sccn1CC(=O)NCc1ccc(Cl)cc1Cl	0%	i	63	1.1	-9%	0%	-0.3%	0.1%	0.6%	-3%
38	O=C(c1ccccc1)N1CCC(O)(c2cccnc2)CC1	8%	i	31	1.1	14%	0%	x	1.4%	3.8%	6%
39	CC(C)C(NC(=O)c1ccccc1)C(=O)N1CCCCCC1 (stereo not drawn)	x	i	17	x	x	x	-0.7%	-1.1%	0.2%	x
40	NC(=O)CSc1nnc(NC(=O)c2ccc(Br)o2)s1	x	i	40	x	x	x	0.2%	0.2%	1.4%	x
41	CCOC(=O)c1sc2nc(C)nc(Nc3ccc(OC)cc3)c2c1C	12%	i	23	1	4%	2%	-0.3%	-0.7%	1.8%	0%
42	Cc1ccc2sc(N(CCCN(C)C)C(=O)CCS(=O)(=O)c3ccccc3)nc2c1C	x	i	13	x	x	x	-0.6%	0.2%	-1.6%	x
43	Cc1ccc(-c2csc(N=C(N)N)n2)cc1	-3%	i	47	x	x	-2%	-0.5%	i	39%	x
44	Cn1c(SCC(=O)Nc2cccc3ccccc23)nc(O)cc1=O	7.6µM*	i	10	1.1	19%	14%	-0.4%	0.0%	0.6%	26%
45	CC(C)(C)c1[nH]nc2c1C(c1ccncc1)C(C#N)=C(N)O2 (stereo not drawn)	12%	i	43	1.1	18%	1%	0.2%	0.7%	1.3%	13%
46	Nc1c(NCc2ccccc2F)c(=O)[nH]c(=O)n1Cc1ccccc1	-8%	i	15	1.1	20%	3%	-0.1%	2.3%	0.0%	15%
47	O=C1CC(c2ccc(S(=O)(=O)NCCOc3ccccc3)cc2)CN1 (stereo not drawn)	7%	i	10	1.1	6%	-2%	-0.8%	4.5%	0.8%	2%
48	CC(C)CC(C(=O)NC(C)(C)C)N(Cc1ccccc1Cl)C(=O)c1snc(C(N)=O)c1N (stereo not drawn)	x	i	57	x	x	x	-0.3%	0.8%	6.5%	x
49	O=C(CSc1nnc(SCc2ccccc2)s1)N/N=C/c1c(Cl)cccc1Cl	0%	i	34	1	13%	-4%	-0.4%	1.9%	1.7%	9%
50	Cc1ccc(NC(=O)CC2S/C(=N/N=C/C=C/c3ccccc3)NC2=O)cc1Cl (stereo not drawn)	4%	i	41	1.2	-4%	1%	-0.8%	1.5%[50 µM]	2.3%	-6%
51	Cn1c(/N=C/c2c(O)ccc3ccccc23)nc2ccccc21	7%	i	8	1	x	23%	x	-2.8%	2.1%	15µM*
52	CCOC(=O)Cn1c(=O)sc2ccccc21	4%	x	x	1	-5%	0%	0.4%	5.0%	2.6%	9%

Source: PubChem (several laboratories)
